CDK5 p35 inh: inhibitors of human CDK5/p35 kinase; Q00535+Q15078; Recombinant CDK5/p35, ADP-Glo luminescence, 60 min; inhibition, % at 10 µM; 0.01% of 330,000 active; AID 488839;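 active = highest replicate inhibition of at least 50% and at least 75% of replicates reaching 50%; inconclusive = only one of the two criteria met; inactive = both criteria failed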;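 note: plate controls were DMSO neutral control for no effect and GW8510 at 10 µM for full effect; many of its hits are not listed in these tables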
Arrestin-AP2 inh: inhibitors of human beta-arrestin and AP2 interaction; FITC-arrestin peptide / GST-AP2 beads, flow cytometry; AP2 beta2 appendage carries R879A mutation; inhibition, % at 10 µM; 0.31% of 340,000 active; AID 504490;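 active = inhibition above a set limit, near 3 SD of compounds lacking own fluorescence, cut at about 54% in these data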;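 note: plate controls were DMSO wells for no effect and 5 µM unlabelled arrestin peptide for full effect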
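Test system: GST-tagged AP2 beta2-adaptin appendage (R879A) on 4 µm glutathione beads; also added: fluorescein-tagged arrestin peptide at 50 nM final; timing: 12 min plus 1 h, RT; signal: flow cytometry, FL1 (488/535 nm); read-out: percent drop in bead-associated FITC signal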
SR-BI DiI-HDL act: activators of SR-BI mediated HDL lipid uptake. CHO ldlA[mSR-BI] cells, DiI-HDL uptake fluorescence, 3 h; 100 = double the neutral-control signal. activation, % at 12.5 µM. 0.096% of 320,000 active;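 active = mean replicate activation of at least 60% and every replicate at or above 60%; inconclusive = mean or all-replicate condition met, but not both; inactive = mean below 60% and not all replicates reaching 60%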;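 note: 0% = median plate neutral-control signal and 100% = twice that signal; values of inactives mirror those of a sister screen read the other way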
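Material – SR-BI-overexpressing, LDLR-lacking CHO cells · Medium – BSA-supplemented, HEPES-buffered Ham's F12, pH 7.4 · Doses – single concentration · Times – compound with DiI-HDL co-incubation, 3 h at 37 °C · Measured by – bottom-read fluorescence, 550/595 nm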
dFosB activator: enhances mouse delta FosB homodimer DNA binding; P13346; purified delta FosB, TAMRA-CDK5 oligo fluorescence polarization; percent of positive-control signal above neutral wells; activation, % at 25 µM; 0.99% of 340,000 active; AID 493131;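 active = mean activation above about 17%, with every replicate also reaching it, limit read from the data, passing the limit was not always enough; inconclusive = only one of the two conditions met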;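 note: fluorescence polarization rise as delta FosB binds a TAMRA Cdk5 AP-1 oligo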
MITF TRPM1 HTS: activators of MITF-driven TRPM1 promoter activity in SK-MEL-5 cells; activation, % at 12.5 µM; SK-MEL-5 TRPM1-promoter luciferase, 24 h; % of positive control, neutral wells = 0; 0.75% of 300,000 active;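 active = mean activation of at least 80% with every replicate also reaching 80%; inconclusive = mean reaches 80% but some replicate falls short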;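 note: 0% = neutral control wells and 100% = parthenolide positive control wells; values of inactives mirror those of a sister screen read the other way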
SUMO Mot1 rescue: SUMOylation pathway inhibition by Mot1-301 growth rescue | S. cerevisiae Mot1-301 growth rescue, ATP luminescence, 38.5C; percent above DMSO median, 100 means doubled | growth rescue, % at 18.8 µM | 1% of 320,000 active | AID 2716;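 active = every valid replicate shows activation above 250% relative to neutral control wells; inactive = the rest, any valid replicate at or below 250%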;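 note: OY570 slx delta 5 strain wells were the positive control but not used for scaling; some compounds called inactive have numbers as strong as hits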
PKA-R2B activ: PKA-R2B complex activation; P22694+P31323; PKA-R2B holoenzyme dissociation, Cy5-IP20 fluorescence polarization; R2B truncated from residue 108, S112A mutant; 0% DMSO only, 100% 113 µM cGMP; activation, % at 11.4 µM; 0.079% of 340,000 active;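 active = activation above a cutoff set at the mean over all compounds plus 3 SD, cut at about 18% in these data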;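 note: higher means more holoenzyme dissociation and a rise in polarization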
NSD2 HMT inh: inhibitors of human histone methyltransferase NSD2; inhibition, % at 12.5 µM; O96028; NSD2 peptide methylation, AlphaScreen, 120 min; 0.54% of 310,000 active; in the data active = inhibition above about 50%
Target sequence (O96028 whole entry, looked up): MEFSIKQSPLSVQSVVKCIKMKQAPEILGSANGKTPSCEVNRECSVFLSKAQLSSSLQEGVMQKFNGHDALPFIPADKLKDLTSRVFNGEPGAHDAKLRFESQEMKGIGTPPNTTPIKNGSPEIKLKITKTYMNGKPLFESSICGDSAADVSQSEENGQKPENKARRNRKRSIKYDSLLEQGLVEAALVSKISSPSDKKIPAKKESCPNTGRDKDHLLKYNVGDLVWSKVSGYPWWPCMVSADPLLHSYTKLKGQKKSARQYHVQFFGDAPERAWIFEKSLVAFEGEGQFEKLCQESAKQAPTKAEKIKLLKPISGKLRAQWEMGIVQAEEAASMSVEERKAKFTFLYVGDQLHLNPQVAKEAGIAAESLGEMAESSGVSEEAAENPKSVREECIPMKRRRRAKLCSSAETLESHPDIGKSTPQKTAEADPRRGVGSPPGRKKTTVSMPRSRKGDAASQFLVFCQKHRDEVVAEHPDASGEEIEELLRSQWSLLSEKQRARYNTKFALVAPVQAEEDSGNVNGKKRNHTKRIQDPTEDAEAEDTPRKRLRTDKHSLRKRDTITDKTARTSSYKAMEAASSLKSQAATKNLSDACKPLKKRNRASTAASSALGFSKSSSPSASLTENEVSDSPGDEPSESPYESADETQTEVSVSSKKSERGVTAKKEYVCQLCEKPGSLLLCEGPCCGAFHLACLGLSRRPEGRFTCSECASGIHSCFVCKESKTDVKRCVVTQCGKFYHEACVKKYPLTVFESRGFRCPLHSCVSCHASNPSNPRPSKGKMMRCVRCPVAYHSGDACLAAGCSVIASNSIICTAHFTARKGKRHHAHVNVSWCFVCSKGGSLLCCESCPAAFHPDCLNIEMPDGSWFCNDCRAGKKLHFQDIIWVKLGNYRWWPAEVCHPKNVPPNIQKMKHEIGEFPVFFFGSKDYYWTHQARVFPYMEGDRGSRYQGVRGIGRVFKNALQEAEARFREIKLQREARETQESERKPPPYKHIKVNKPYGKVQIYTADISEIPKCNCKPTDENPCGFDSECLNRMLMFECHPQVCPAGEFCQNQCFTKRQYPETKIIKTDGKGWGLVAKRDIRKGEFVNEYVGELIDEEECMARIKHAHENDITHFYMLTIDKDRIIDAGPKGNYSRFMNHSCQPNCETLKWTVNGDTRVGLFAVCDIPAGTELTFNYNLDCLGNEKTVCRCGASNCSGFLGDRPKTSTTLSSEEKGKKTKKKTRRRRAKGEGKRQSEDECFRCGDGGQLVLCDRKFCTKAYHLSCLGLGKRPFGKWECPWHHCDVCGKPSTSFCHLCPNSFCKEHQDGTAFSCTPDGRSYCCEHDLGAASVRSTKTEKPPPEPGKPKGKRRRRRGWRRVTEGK
SR-BI DiI inh: inhibitors of mouse SR-BI mediated HDL lipid uptake. ldlA[mSR-BI] CHO cells, DiI-HDL uptake fluorescence, 3 h. inhibition, % at 12.5 µM. 0.96% of 320,000 active. AID 488896;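 active = mean replicate inhibition of at least 70% and a set share of replicates each scoring 70 or more; inconclusive = meets just one of the two criteria; inactive = fails both criteria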;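 note: 0% = median of neutral control wells and 100% = median of positive control wells; values of inactives mirror those of a sister screen read the other way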
PKA-R1A activ: activators of PKA-R1A complex | P00514+P68181 | PKA-R1A dissociation, Cy5-IP20 fluorescence polarization; scaled: DMSO 0%, 113 µM cGMP 100% | activation, % at 11.4 µM | 0.083% of 340,000 active;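 active = percent activation above the mean of all tested compounds plus 3 SD, cut at about 19% in these data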;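 note: higher means more PKAc released from R1A so a rise in polarization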
DSG3 Ab inh: inhibitors of pemphigus antibody binding to human desmoglein-3; binding (percent of control), % at 10 µM; DSG3-coupled beads, scFv-anti-DSG3-GFP binding, flow cytometry; active compounds read low; AID 588358; P32926; 0.48% of 310,000 active;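 active = binding more than 3 SD below its plate's average and above zero; inconclusive = below that plate limit but binding exactly zero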;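 note: hits lower antibody fragment binding to DSG3; some compounds called inactive have numbers as strong as hits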
Numbers without * were called inactive; ? = inconclusive; . = no result given; + = active, no number. No enrichment for hits; any-hit rate near 4.7%.

SMILES	CDK5 p35 inh	Arrestin-AP2 inh	SR-BI DiI-HDL act	dFosB activator	MITF TRPM1 HTS	SUMO Mot1 rescue	PKA-R2B activ	NSD2 HMT inh	SR-BI DiI inh	PKA-R1A activ	DSG3 Ab inh
CO/N=C(/CS(=O)(=O)Cc1ccccc1Cl)c1ccc(Cl)cc1Cl	-0.8	-14	-1	-5	-15	-13	-9	-5	1	-16	100
CN(C(=O)c1cc(S(=O)(=O)N2CCCCC2)c[nH]1)C1CCCCC1	-1.9	4	21	2	.	-27	-4	.	-20	-8	102
COc1ccc(S(=O)(=O)Nc2ccc(OCC(=O)O)cc2)c2ccccc12	-0.4	-23	11	2	-5	-15	3	0	-11	-8	88
CCN(Cc1ccccc1)S(=O)(=O)c1ccc2oc(C(=O)O)c(C)c2c1	1.4	-2	28	0	13	-4	2	0	-28	-2	100
Cc1ccc(CNS(=O)(=O)c2ccc3c(c2)NC(=O)C(C)S3)cc1 (centres undefined)	0.2	-3	3	-9	-2	6	6	-2	-3	-5	79
COc1cccc(NC(=O)CN(C)C(=O)c2cccc(S(=O)(=O)N3CC4(C)CC3CC(C)(C)C4)c2)c1 (centres undefined)	-3.7	-5	-25	-19	-2	-6	-14	-3	25	-2	104
Cc1cc(C)cc(NC(=S)N(CCN(C)C)C(C)c2cccnc2)c1 (centres undefined)	0.5	12	5	-7	-4	.	-2	1	-5	-10	94
COc1ccc(CCNC(=O)COC(=O)Cn2cnc3ccccc3c2=O)cc1	0.6	23	23	4	10	-31	-13	28	-23	-13	88
Cc1cc([N+](=O)[O-])nn1Cc1noc(C(=O)NCc2ccc3c(c2)OCO3)n1	-1.8	-7	.	-10	1	-6	-3	1	.	-3	.
CCN(CC(=O)Nc1ccccc1C(F)(F)F)C(=O)C1CCN(C(=O)Nc2ccccc2)CC1	0.5	18	-32	-3	-4	0	4	2	32	-4	104
Cc1cccn2c(=O)c3cc(C(=O)NCC4CCCO4)c(=N)n(Cc4ccc(F)cc4)c3nc12 (centres undefined)	-1.2	16	3	-14	-7	-5	-7	15	-3	-11	102
O=S(=O)(NC1c2cccc3cccc(c23)C1Sc1ncccn1)c1ccccc1 (centres undefined)	1.5	-4	-15	9	2	13	-10	-1	15	-18	105
COc1cccc(NC(=O)CSc2nc(C3CC3)nc3ccccc23)c1	1.3	2	-17	4	2	3	1	-2	17	-7	.
O=C(NC1CCCCC1)c1ccccc1NC(=O)C1CC1	0.1	-2	30	-7	.	-22	-12	-3	-30	-1	.
COc1ccc(-c2nnc3sc(CCN4C(=O)c5ccccc5C4=O)nn23)cc1	0.2	-4	6	-14	6	191	-11	-7	-6	4	97
COc1ccc2c(N)c(C(=O)NN)[nH]c2c1	-4.2	14	5	-12	.	-8	-7	2	-5	3	106
CC(C(=O)NCC1CCCO1)n1cc([N+](=O)[O-])cn1 (centres undefined)	-2.8	2	43	-3	0	275	-10	.	-43	-3	99
Cc1ccc(S(=O)(=O)Cc2ccc(C(=O)N3CCc4ccccc4C3)o2)cc1	0.6	-3	-6	-10	-8	-8	-4	.	6	-1	107
COc1ccc(-n2cnc3cc(NC(=O)c4ccco4)ccc32)cc1	1.5	9	-6	2	10	-28	-14	2	6	3	98
O=C(Nc1nnc(-c2ccco2)o1)c1ccc(S(=O)(=O)N2CCCC2)cc1	0.3	-8	2	-4	-11	474*	2	-2	-2	-2	105
CCC(C(=O)Nc1ccccn1)c1ccccc1 (centres undefined)	-0.2	31	7	1	-2	10	-6	-1	-7	-3	101
COc1ccc(-n2c3c(cc(C(=O)Nc4cccc(C)n4)c2=O)C(=O)CC(C)(C)C3)cc1	-0.9	-15	-36	-9	6	2	-2	0	36	-1	105
C/C(CC(O)(/C=N/O)c1ccccc1)=N\O (centres undefined)	1.1	6	5	6	-8	1	-1	1	-5	6	105
O=C(COC(=O)c1ccco1)NCc1ccc(F)cc1	0.4	-1	9	9	8	4	-3	1	-9	-2	100
CCOC(=O)C(C#N)c1ccccn1 (centres undefined)	1.1	-13	-2	-5	14	6	2	.	2	-1	100
CC(c1ccccc1)c1nnc(NC(=O)Nc2ccccc2)s1 (centres undefined)	2.6	4	14	0	-11	2	-6	0	-14	-3	104
O=[N+]([O-])c1ccc(NC(=S)NCc2ccc(F)cc2)cc1	0.7	-3	-6	4	.	56	-6	2	6	-2	114
COc1cc(C)c(N(C(C)=O)c2ccccc2)c(C)c1	-0.1	22	-1	-3	-4	-5	8	.	1	-9	.
Cc1nc(-c2ccccc2)sc1-c1n[nH]c(=S)n1C	-0.3	4	0	-7	.	-35	7	1	0	3	97
Cc1ccccc1CN1CCSc2sccc2C1=O	-0.7	2	0	-3	2	21	0	-1	0	1	100
CC1CCCN(C(=O)c2cc(-c3cccs3)nc3ccccc23)C1 (centres undefined)	1.1	37	-50	-9	0	31	-3	13	50	10	91
COc1ccc(N(C(=O)Cn2nnc(-c3ccccc3F)n2)C(C(=O)NCC2CCCO2)c2ccc(Cl)cc2)cc1 (centres undefined)	2.0	28	13	-1	-8	462	4	-1	-13	15	103
CCCN1CCC(NC(=O)C2CCN(C(C)=O)CC2)CC1	0.5	-10	17	-13	-3	-23	-3	11	-17	-8	109
CCOC(=O)/C(C#N)=C/c1ccc(N2CCCCC2)cc1	1.2	4	4	-11	64	5	5	-9	-4	2	99
CCCOc1ccc(C(=O)NNC(=S)NC(=O)c2ccccc2)cc1	1.0	37	22	-1	-11	-2	-7	1	-22	-5	90
CC1=NNC(=O)C1CCC(=O)N/N=C(\C)c1ccccc1 (centres undefined)	2.3	21	12	-4	-7	627	-8	-1	-12	-10	101
N#Cc1ccc(N2CCOCC2)c([N+](=O)[O-])c1	0.2	16	-5	-1	9	-9	2	-3	5	-8	94
O=C(Nc1nnc(C2CC2)o1)c1ccc(S(=O)(=O)N2CCCc3ccccc32)cc1	-0.1	-10	3	-1	-1	-30	-11	.	-3	8	98
COc1cc(C)c(S(=O)(=O)N2CCOCC2)c(C)c1C	0.1	-2	-16	-8	9	-13	10	-3	16	-13	105
Cc1ccc2[nH]c(=O)c(CN3CCCCC3)c(-c3ccccc3)c2c1	0.0	29	-36	-4	-16	-3	-1	2	36	13	168
C[C@H](NC(=O)N1CCn2c1nc1ccccc12)C(=O)NCc1ccc(F)cc1	1.3	-19	-4	-4	-18	-1	3	-3	4	7	103
Cn1ccc(NC(=O)Nc2ccc(Cl)cc2)n1	0.3	1	7	-4	.	-12	-2	-2	-7	-5	101
COc1ccccc1OCC(=O)Nc1ccc2c(c1)OCCO2	-4.1	-5	.	4	?	-1	-2	10	.	8	127
CN(CC(=O)Nc1ccccc1Br)C(=O)c1sccc1-c1ccccc1	-0.5	11	-17	-4	-1	-7	4	-1	17	9	100
Nc1nc(-c2ccc(Cl)cc2)cc(C(F)(F)F)n1	-0.5	3	-13	7	-9	-20	-5	-2	13	1	103
Nc1cccc(Oc2ccc3c(c2)C(=O)N(CC2CCCO2)C3=O)c1 (centres undefined)	0.2	4	-7	-1	65	21	0	-1	7	11	105
C=C(C)C(=O)Nc1cccc(C2=NOC3(C2)C[C@@H](C(N)=O)N(C(=O)CCCCC)C3)c1 (some centres undefined)	-1.9	-4	-12	-13	-6	-15	-5	.	12	-10	88
COc1ccc(CN=C(C)c2c(C(F)(F)F)[nH]n(-c3nc4ccccc4s3)c2=O)cc1	1.1	17	-30	-26	.	-9	-9	-7	30	-1	107
Cc1ccsc1C(=O)N1CCCC(CCC(=O)N2CCN(c3ccccn3)CC2)C1 (centres undefined)	-0.6	13	-15	4	8	-2	3	-2	15	-18	108
CCCCOC(=O)c1ccc(NC(=O)CSCc2n[nH]c(=O)[nH]2)cc1	-2.1	2	3	5	-5	217	-1	.	-3	-4	106
Cc1nn(CC(=O)NCCc2ccccc2)c(=O)c2ccccc12	0.5	3	-21	-1	4	.	0	2	21	-1	102
CCN1C(=NCCOC)N[C@@H](CCc2ccccc2)[C@H](C(=O)OC)[C@H]1C	0.0	-5	40	-2	7	284	3	.	-40	3	81
OCCN(CC(O)COc1ccccc1)CC(O)Cn1ccc2ccccc21 (centres undefined)	-0.6	38	-27	3	5	-1	10	0	27	3	90
CCOc1cc(C(=O)OC(C)C(=O)Nc2ncc(Cl)cc2Cl)ccc1OCC(=O)N1CCOCC1 (centres undefined)	0.3	-6	2	3	0	-4	9	-1	-2	4	101
CCCCC(=O)NCCc1ccc(S(N)(=O)=O)cc1	0.1	25	-3	-5	-10	+	4	-2	3	2	98
CCCCCn1c(Sc2ccccc2)nc2c1c(=O)[nH]c(=O)n2C	0.8	6	-12	-9	-2	14	-3	.	12	-3	100
Cc1ccc(-n2c(=S)[nH]c3c(oc4ccccc43)c2=O)cc1	0.0	-8	.	5	5	-2	1	-1	.	-12	96
C/C(=N\NC(=O)C(N)=O)c1ccc(Br)cc1	-0.6	-15	20	-10	3	6	1	-1	-20	-7	100
Cc1ccc(CNCC(O)(c2ccc(F)cc2)c2ccc(F)cc2)cc1	0.3	3	30	-5	9	-35	1	-1	-30	1	110
Cc1ccc(NC(=O)C2CC(=O)Nc3ncnn32)c(C)c1 (centres undefined)	0.9	9	19	-2	4	7	-4	2	-19	4	103
COc1ccc(C(CC(=O)Nc2ccccc2OC)n2cccc2)cc1 (centres undefined)	0.4	4	-18	-5	8	-11	-15	2	18	-12	100
O=C(O)c1cccc(OS(=O)(=O)c2cc(Br)ccc2Br)c1	-0.3	-12	35	-9	2	-8	5	2	-35	1	96

Screens as filed in PubChem.
